# Assay outcomes: PubChem, National Center for Advancing Translational Sciences (NCATS)
# Tb PYK inh – inhibitors of Trypanosoma brucei pyruvate kinase | Q57TT1 | TbPYK enzyme, Kinase-Glo Plus ATP luminescence, 45 min | Potency, µM (doses to about 76.8 µM), for inactives: top-dose activity, negative = inhibition, most hits filed as inhibitors | 410,000 tested, 0.12% active | AID 624173; further: potency means the concentration at half of the fitted maximal effect; on the % scale 0 is the no-effect control and ±100 the full control effect; nearly all actives have a fitted effect of over 50% in size
#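 Luminescence from Kinase-Glo Plus, added after a 45-minute room-temperature reaction, served as the end-point read-out. The enzyme and substrate were preincubated with compound before ADP (130 uM final) initiated turnover. Concentration-effect curves came from normalized qHTS data.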
# LmPK inhibitor – blocks Leishmania mexicana pyruvate kinase activity. 290,000 tested, 0.37% active. purified LmPK, Kinase-Glo ATP luminescence, 1 h. Q27686. Potency, µM (highest dose often 57.5 µM), inactives show top-dose activity change, negative = inhibition, actives largely listed as inhibitors; further: potency means the concentration at half of the fitted maximal effect; on the % scale 0 is the no-effect control and ±100 the full control effect
# Target sequence (Q27686 whole entry, looked up): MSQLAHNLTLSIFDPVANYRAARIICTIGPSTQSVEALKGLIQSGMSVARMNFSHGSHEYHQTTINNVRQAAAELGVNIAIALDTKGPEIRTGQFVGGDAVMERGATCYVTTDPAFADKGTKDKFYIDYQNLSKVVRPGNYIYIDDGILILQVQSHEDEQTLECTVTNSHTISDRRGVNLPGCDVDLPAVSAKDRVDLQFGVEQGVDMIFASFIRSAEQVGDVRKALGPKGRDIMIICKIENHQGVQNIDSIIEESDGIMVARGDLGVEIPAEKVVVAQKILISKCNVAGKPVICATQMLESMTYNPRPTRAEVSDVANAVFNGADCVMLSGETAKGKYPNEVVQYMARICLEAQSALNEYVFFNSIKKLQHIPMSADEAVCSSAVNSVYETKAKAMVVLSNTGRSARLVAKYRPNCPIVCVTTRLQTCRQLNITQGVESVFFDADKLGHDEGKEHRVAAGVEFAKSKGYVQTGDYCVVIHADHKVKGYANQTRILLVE
#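 Kinase-Glo luminescence read after 1 h RT reaction of 0.1 nM LmPK with 0.5 mM PEP and 0.1 mM ADP. Activity scaled between uninhibited and enzyme-free controls.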
# CHX counter – counter-screen for Shiga toxin inhibitors: cycloheximide protein synthesis inhibition. cell reporter, cycloheximide protein synthesis inhibition counterscreen. max response, %. 300,000 tested, 12% active; in the data active means max response mostly above about 13%, no sharp cut-off; inactive means mostly below about 14%; further: read at 38.3 µM for the half of the compounds with a filed dose; 0% is about no effect
# Pf growth 96h – inhibits malaria parasite growth, 96 h; P. falciparum luciferase reporter growth, 96 h; Potency, µM (series often up to 28.7 µM), without a hit: top-dose activity change, negative = inhibition, actives largely listed as inhibitors; 320,000 tested, 6.9% active; AID 504834; further: potency means the concentration at half of the fitted maximal effect; on the % scale 0 is the no-effect control and ±100 the full control effect
#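 Parasite growth measured via integrated firefly luciferase reporter in P. falciparum. Infected erythrocytes at 2% hematocrit, 0.05% parasitemia final were treated 96 hours at 37 C under 5% CO2, and luminescence was read.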
# Pf growth 48h – inhibits P. falciparum growth in the first generation, 48 h; P. falciparum luciferase growth in erythrocytes, 48 h; Potency, µM (doses to about 28.7 µM), for inactives: at the highest dose activity change, negative = inhibition, most hits filed as inhibitors; 310,000 tested, 5.9% active; AID 504832; further: potency means the concentration at half of the fitted maximal effect; on the % scale 0 is the no-effect control and ±100 the full control effect
#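 In quantitative HTS format, infected erythrocytes bearing luciferase-reporter parasites were treated for a single generation at 37 C. Luminescence after adding detection reagent served as the growth measure.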
# Shiga inhibitor – inhibitors of Shiga toxin in Vero cells. Vero cells, Shiga toxin protein synthesis inhibition reporter. inhibition, % at 38.7 µM. 290,000 tested, 9.2% active; in the data active means inhibition mostly above about 28%, no sharp cut-off; inactive means mostly below about 43%; further: 0% is about no effect
# AmpC inh no detg – AmpC beta-lactamase inhibition without detergent; P00811; AmpC nitrocefin hydrolysis, absorbance 480 nm, 0.0001% Triton; Potency, µM (doses to about 57.1 µM), for inactives: top-dose activity change, negative = inhibition, hits mostly inhibitors; 330,000 tested, 0.52% active; AID 485341;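 further: potency means the concentration at half of the fitted maximal effect; plate controls were no compound for no effect and no enzyme for full effect; nearly all actives have a fitted effect of over 20% in size; some results filed as inactive show a strong effect at the top dose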
# Target sequence (P00811 whole entry, looked up): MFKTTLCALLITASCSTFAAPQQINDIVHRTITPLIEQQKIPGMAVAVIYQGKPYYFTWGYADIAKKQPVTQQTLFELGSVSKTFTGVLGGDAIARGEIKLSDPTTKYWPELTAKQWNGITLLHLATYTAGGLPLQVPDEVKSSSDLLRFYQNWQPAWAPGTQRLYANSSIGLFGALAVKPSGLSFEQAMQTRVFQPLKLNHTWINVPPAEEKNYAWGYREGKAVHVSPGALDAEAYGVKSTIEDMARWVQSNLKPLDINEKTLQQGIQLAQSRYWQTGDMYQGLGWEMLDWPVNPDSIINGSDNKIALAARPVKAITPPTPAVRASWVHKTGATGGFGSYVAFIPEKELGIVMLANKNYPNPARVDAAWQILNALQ
#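 AmpC (5.3 nM in the dispensed reagent) in 20 mM phosphate pH 7.0 with 0.01% (detergent screen) or 0.0001% Triton X-100 was preincubated with compounds for 15 min at room temperature. Nitrocefin was then added from an 800 uM solution, and hydrolysis was followed at 480 nm.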
# * hit, by the source's call; ? = inconclusive; nt = not tested or not shown; & = joins results of further samples; [ ] = dose if it differs, or a comment. Unless noted, the call rests on the fitted dose curve; in most records, active means well fitted curve in the direction sought with a large enough effect; inconclusive means small, poorly fitted or top-dose-only effect, or another doubt; inactive means no such curve, though single readings can be large; an effect the other way counts as inactive or inconclusive.
SMILES,Tb PYK inh,LmPK inhibitor,CHX counter,Pf growth 96h,Pf growth 48h,Shiga inhibitor,AmpC inh no detg
COc1ccccc1NC(=O)[C@H](COCc1ccccc1)NC(=O)OC(C)(C)C,-2%,3%,-5,?,?,-17,0%
Cc1cccc(CSC2=NN3CCCC(=O)N=C3S2)c1,0%,-5%,43*,-16%,65%[activator],56*,0%
Cc1ccc(Nc2nnc(SCC(=O)NCCN3C(=O)CSC3=O)s2)cc1,2%,-12%,13*,-23%,35%[activator],31,-7%
Cc1ccc(N(C(=O)c2csnn2)C(C(=O)NC2CCCCC2)c2cccnc2)c(C)c1 (stereo not given),3%,-8%,-4,?,-20%,-23,1%
CCCc1nc(SCC(N)=O)[nH]c(=O)c1CC,-5%,-6%,-5,-19%,10%,-2,-15%
CN1C(C(=O)NCc2ccc(OC(F)(F)F)cc2)CC2Cn3c(nc4cc5ccccc5cc43)C21 (stereo not given),4%,3%,-3,-19%,9%,-3,90%[activator]
Cc1ccc(NC(=O)COc2ccccc2C=O)cc1Cl,1%,-5%,26*,18%,187%[activator],29,-23%
COc1ccc(NC(=O)CN(c2ccc([N+](=O)[O-])cc2)S(=O)(=O)c2ccccc2)c(OC)c1,4%,-1%,-1,?,-5%,-6,-33%
COc1ccc(Cc2nnc(NC(=O)Nc3cccc(OC)c3)s2)cc1,-3%,2%,-6,25%,22%[0.00184 µM],-5,-20%
CCc1sc(C(=O)Nc2ccc(F)cc2C)cc1C,-9%,3%,15*,26%,0%,74*,-23%
CN(CC(O)CN1CCOCC1)S(=O)(=O)O (stereo not given),-1%&-2%,-3%&-5%,-2&1,14%&35%,?,13&-1,-14%&-1%
COCCCNC(=O)Cn1nnc(-c2ccc(NC(=O)c3ccc(F)cc3)cc2)n1,7%,0%,6,-1%,0%,-15,-8%
Cc1nc2cc(S(=O)(=O)C(F)(F)F)ccc2s1,-5%,8%,-5,-3%,nt,-10,-2%
Cc1ccc(NC(=O)NCCCl)cc1S(=O)(=O)N1CCOCC1,6%,-1%,-2,8%,18%,-11,-5%
Cc1nc(-c2nc(-c3c(C(=O)NNC(=O)Nc4ccccc4)noc3C)cs2)cs1,-5%,3%,-3,?,-11%,25,-60%
CCc1nc(N[C@H](C(=O)O)C(C)CC)c2oc3ccccc3c2n1 (stereo not given in full),-9%,3%,-1,31%[activator],9%,-3,-40%
COc1ccc(CCCNC(=O)C2CCC(=O)N(CCCN3CCCC3=O)C2)cc1 (stereo not given),10%,-1%,-1,38%[activator],-8%,-4,-6%
Cc1cccc(OCC(=O)Nc2nnc(S(=O)(=O)N3CCC(C)CC3)s2)c1,-1%,-2%,-3,?,42%,-3,-47%
CCC1CCCCN1C(=O)CCNC(=O)Cn1cnc2ccccc2c1=O (stereo not given),11%,-2%,-1,23%,-2%,-1,0%
CCC(C)(C)NC(=O)c1cc([N+](=O)[O-])ccc1N1CCOCC1,4%,-8%,-2,11%,13%,-5,-6%
COC(=O)c1ccccc1OCCOCCOc1cccc2cccnc12,6%,6%,3,79%[activator],15%,-9,-4%
Cc1ccccc1NC(=O)Nc1cc(S(N)(=O)=O)ccc1C,3%,-3%,7,39%[activator],52%[activator],12,-23%
CC1=C(C(=O)OCc2ccc3c(c2)OCO3)C(c2ccc(O)c([N+](=O)[O-])c2)NC(=O)N1 (stereo not given),-8%,0%,1,68%[activator],-8%,-2,-32%
N#C/C(=C(/O)CSc1n[nH]c(N)n1)c1nc2ccccc2[nH]1,-3%,3%,-2,82%[activator],-2%,-13,-29%
O=C(NCc1cccnc1)c1noc2c1CCCC2,9%,-5%,-1,?,15%,18,-13%
SMILES,Tb PYK inh,LmPK inhibitor,CHX counter,Pf growth 96h,Pf growth 48h,Shiga inhibitor,AmpC inh no detg
CCCCNc1c2c(nc3c(-c4ccccc4)c(C)nn13)CCC2,5%,7%,6,9.3µM*,nt,9,10%
Cc1cc(N2CCOCC2)nc(N)n1,4%,5%,-3,3%,-14%,-3,-13%
O=C(NC(Cc1ccccc1)C(=O)O)c1ccc(S(=O)(=O)N2CCOCC2)cc1 (stereo not given),-20%,8%,3,nt,26%,13,-4%
COc1ccc(CNc2ncnc3sccc23)cc1,-5%,-3%,-2,-2%,-7%,2,-45%
CC(C)(C)c1cc(C(C)(C)C)c2oc(=O)c(-c3nc4ccc(C(=O)O)cc4[nH]3)cc2c1,5%,nt,nt,-2%,?,nt,-26%
Cc1ccc(S(=O)(=O)N2CCN(C(=O)COC(=O)/C=C/c3ccccc3F)CC2)c(C)c1,1%,nt,nt,-25%,?,nt,-21%
COc1ccc(N2CCN(C(=O)c3ccc(Oc4ccc(C(F)(F)F)cn4)cc3)CC2)cc1,-1%,3%,-3,7%,?,-7,28%
COc1ccc(-n2cc(CN3CCCC3)c(-c3cccc(F)c3)n2)cc1,0%,2%,9,249%[activator],?,-7,10%
COc1cc(C(=O)OCC(=O)NCCC2=CCCCC2)ccc1OCC(C)C,6%,nt,nt,-20%,?,nt,-1%
CC(=O)NC1CC2CCCC(C1)N2Cc1ccc(C)cc1 (stereo not given),-1%,0%,-2,?,2%,-3,-9%
Cc1ccc(CC(=O)O/N=C(\N)c2ccccn2)cc1,-5%,-3%,82*,-15%,90%[activator],84*,9%
N#Cc1ccc(CN2CCN(C(=O)c3cccc(S(=O)(=O)N4CCCCCC4)c3)CC2)cc1,-3%,nt,nt,?,?,nt,179%[activator]
COc1cc(C(=O)NNC(=O)c2ccc(S(=O)(=O)N3CCCCC3)cc2)cc(OC)c1OC,0%,-4%,-1,73%[activator],1%,-9,-21%
c1ccc(-c2[nH]ncc2CN2CCN(Cc3ccc4c(c3)OCO4)CC2)cc1,-1%,1%,0,-32%,28%,-3,82%[activator]
Cc1nc(NC(=O)c2ccc(Br)s2)sc1C(=O)N(C)C,-2%,-1%,44*,2%,212%[activator],50*,-10%
COc1cccc(CN2CCC(C(=O)N3CCC(C)CC3)CC2)c1,5%,1%,5,-8%,1%,-7,-2%
C/C(=N\NC(=O)C1CCCN(S(=O)(=O)c2ccccc2)C1)c1ccccn1 (stereo not given),-1%,0%,5,49%[activator],2.3µM*,13,3.2µM*
OCC(CO)(CO)NCc1ccc(-c2ccccc2)cc1,1%,-4%,5,-18%,13%,5,-11%
Cc1oc(-c2cccs2)nc1CN1CCN(Cc2ccc(F)c(F)c2)C(CCO)C1 (stereo not given),-5%,-3%,-3,?,?,-10,150%[activator]
COc1ccc2c(c1)c(CCN1C(=O)c3ccccc3C1=O)cn2C(=O)c1ccco1,3%,3%,8,43%,4%,19,-8%
COc1cccc(-c2nn(-c3ccc(C)cc3)cc2C(=O)N2CCN(C3CCS(=O)(=O)C3)CC2)c1 (stereo not given),-1%,nt,nt,-10%,?,nt,347%[activator]
CC1=C(C(=O)Nc2ccccc2)C(c2ccc(C)o2)N2C(=O)CSC2=N1 (stereo not given),2%,-5%,-3,-14%,-4%,-5,-27%
CCOC(=O)C1CCN(C(=O)C2CC(=O)N(c3ccc4c(c3)OCCO4)C2)CC1 (stereo not given),1%,-1%,-2,-3%,-14%,2,3%
Cc1cnc(NC(=O)CN2C(=O)C3CC=CCC3C2=O)s1 (stereo not given),0%,4%,4,20%,22%,9,-4%
Cc1ccc(S(=O)(=O)N(C)Cc2ccc(C(=O)N/N=C3\CCCC(=O)C3)cc2)cc1,-1%,2%,-4,-27%,?,-2,-59%
SMILES,Tb PYK inh,LmPK inhibitor,CHX counter,Pf growth 96h,Pf growth 48h,Shiga inhibitor,AmpC inh no detg
FC(F)(F)c1ccc2c(c1)n(Cc1ccccc1)c1[n+]2CCCCC1,-10%,9%,4,?,6.6µM*,4,-53%
COC(=O)CNc1nc(OC)nc(N(C)C)n1,6%,-1%,1,58%[activator],0%,-13,-8%
Cc1nn(C)cc1CNC(=O)c1cc2n(n1)C(C(F)(F)F)CC(c1cccs1)N2 (stereo not given),0%,8%,-3,nt,-12%,-16,23%
CC(=O)NCc1ccc(C(=O)COC(=O)COc2ccccc2)s1,-7%,nt,nt,40%,-13%,nt,-14%
Nc1c(C(=O)NCc2ccc(F)cc2)c2nc3ccccc3nc2n1CCCN1CCOCC1,-1%,5%,2,?,nt,-7,165%[activator]
Cc1onc(-c2ccccc2)c1C(=O)N/N=C/c1cc(Br)c(O)c(Br)c1,7%,-4%,-3,16%,1%,-4,-46%
O=C(Nc1cc(Cl)ccc1Cl)c1ccco1,3%,6%,0,2%,-10%,nt,-19%
COc1cc(-c2nc(=S)[nH][nH]2)cc(OC)c1OC,-32%,-5%,-3,17%,39%[activator],-11,-22%
CCn1nccc1C(=O)Nc1ccccc1OC,11%,-3%,8,18%,20%,nt,-10%
Cc1ccc2nc(Cl)c(/C=N/Nc3ccc(C(=O)O)cc3)cc2c1,-7%,-10%,32*,-7%,-39%,36,-47%
O=C(/C=C/c1ccccc1)N1CCN(c2ccccn2)CC1,1%,1%,10,103%[activator],17%,15,-7%
O=c1[nH]c(=O)n(C2CCCCC2)c(O)c1C1NCCc2ccccc21 (stereo not given),-10%,-8%,-2,nt,9%,-4,-43%
CC(NC(=O)c1c(O)c2ccccc2n(C)c1=O)c1ccccc1 (stereo not given),7%,-2%,6,?,3%,35,-15%
CC(C)[C@H](NC(=O)[C@@H]1Cc2c([nH]c3ccccc23)C2c3ccccc3C(=O)N21)C(=O)N1CCC[C@@H]1C(=O)O (stereo not given in full),10%,-1%,-3,15µM*,-11%,-7,-18%
Cc1oc(-c2ccc(Cl)cc2)nc1CS(=O)CC(=O)NCCCN(C)C1CCCCC1 (stereo not given),1%,10%,2,47%[activator],?,-5,nt
CCOC(=O)[C@H]1[C@H]2COc3ccc(C)cc3[C@@H]2N2C(=O)[C@@H](C)NC(=O)[C@@]12C,2%,nt,nt,?,2%,nt,11%
Cc1ccccc1C(=O)Nc1nnc(CC(=O)N/N=C/c2ccncc2)s1,0%,-5%,-1,103%[activator],1%,1,81%[activator]

# Compound profiles (already shown):
# Results for CCCCNc1c2c(nc3c(-c4ccccc4)c(C)nn13)CCC2 → Tb PYK inh = 5%; LmPK inhibitor = 7%; CHX counter = 6; Pf growth 96h = 9.3µM*; Pf growth 48h = nt; Shiga inhibitor = 9; AmpC inh no detg = 10%
# Results for Nc1c(C(=O)NCc2ccc(F)cc2)c2nc3ccccc3nc2n1CCCN1CCOCC1 → Tb PYK inh = -1%; LmPK inhibitor = 5%; CHX counter = 2; Pf growth 96h = ?; Pf growth 48h = nt; Shiga inhibitor = -7; AmpC inh no detg = 165%[activator]

# Grouped by structure: the entries above containing bromine
SMILES,Tb PYK inh,LmPK inhibitor,CHX counter,Pf growth 96h,Pf growth 48h,Shiga inhibitor,AmpC inh no detg
Cc1nc(NC(=O)c2ccc(Br)s2)sc1C(=O)N(C)C,-2%,-1%,44*,2%,212%[activator],50*,-10%
Cc1onc(-c2ccccc2)c1C(=O)N/N=C/c1cc(Br)c(O)c(Br)c1,7%,-4%,-3,16%,1%,-4,-46%
